Artemis inh: inhibitors of human Artemis endonuclease activity. recombinant Artemis, quenched FAM hairpin cleavage fluorescence. inhibition, % at 10 µM. 0.78% of 30,000 active;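 active = at 10 µM dose, at least 30% inhibition, measured as corrected fluorescence normalized to stimulator and neutral control wells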
Target sequence (Q96SD1 whole entry, looked up): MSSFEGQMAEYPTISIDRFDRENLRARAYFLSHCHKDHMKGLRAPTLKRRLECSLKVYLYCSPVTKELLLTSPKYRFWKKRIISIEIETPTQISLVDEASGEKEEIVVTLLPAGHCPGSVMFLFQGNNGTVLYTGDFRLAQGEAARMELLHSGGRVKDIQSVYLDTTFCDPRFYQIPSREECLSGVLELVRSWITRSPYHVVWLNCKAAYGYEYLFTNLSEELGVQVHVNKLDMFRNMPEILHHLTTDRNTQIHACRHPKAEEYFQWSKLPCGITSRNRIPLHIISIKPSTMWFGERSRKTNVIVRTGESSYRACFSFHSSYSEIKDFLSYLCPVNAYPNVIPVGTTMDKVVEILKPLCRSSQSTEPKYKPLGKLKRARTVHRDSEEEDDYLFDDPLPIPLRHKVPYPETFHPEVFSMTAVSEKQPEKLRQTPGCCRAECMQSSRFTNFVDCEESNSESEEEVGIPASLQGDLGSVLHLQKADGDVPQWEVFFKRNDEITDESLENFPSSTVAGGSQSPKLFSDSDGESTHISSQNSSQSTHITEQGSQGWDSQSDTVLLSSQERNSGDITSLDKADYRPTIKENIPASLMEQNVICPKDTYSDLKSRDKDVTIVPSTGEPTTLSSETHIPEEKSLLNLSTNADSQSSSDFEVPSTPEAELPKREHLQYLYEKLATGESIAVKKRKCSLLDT
Numbers without * were called inactive. This is a subset. The share of hits here may be higher or lower than overall.

SMILES | Artemis inh
Cc1c(C(=O)N2CCOCC2)sc2ncn(CC(=O)N3CCC(C)CC3)c(=O)c12 | -7
COc1cc(C2N(c3ccccc3)CCN2c2ccccc2)ccc1OC(C)=O | 4
CCOc1c(Br)cc(CNc2ncn[nH]2)cc1OC | 7
CCOc1cccc(OCCCOc2ccccc2)c1 | -4
CCn1c(O)c(C=Nc2ccccc2)oc1=S | 4
CCOC(=O)/C(C#N)=C\C=C1C=CN(C)C=C1 | -19
Cc1occc1C(=O)NCc1cccs1 | 1
Cc1oc(-c2ccccc2)cc1C(=O)Nc1ccc(N(C)C)cc1 | 6
Cc1nnc(SCC(=O)n2c3c(c4ccccc42)CCCC3)s1 | 8
c1ccc(-c2ccc(C3=Nn4c(Cn5nnc6ccccc65)nnc4SC3)cc2)cc1 | 33*
Clc1ccc(OCc2nn3c(-c4ccncc4)nnc3s2)cc1 | 1
NNC(=O)CNC(=O)c1ccccc1F | -11
O=c1c2[nH]c3ccccc3c2ncn1Cc1ccco1 | 3
Cc1ccc(-c2nc3ncccc3o2)cc1NC(=O)c1ccco1 | -3
CN(CC(=O)Nc1nc2ccccc2s1)S(=O)(=O)c1ccccc1 | 5
Cc1ccccc1-c1nnc(SCCOc2ccc3c(C)cc(=O)oc3c2)o1 | -1
Cc1cc(C)nc(-n2nc(C)cc2Nc2ccccc2)n1 | 5
Cc1ccccc1S(=O)(=O)Nc1nc2ccccc2nc1N1CCOCC1 | -4
O=C(NC(C(=O)N/N=C/c1cccc2ccccc12)c1n[nH]c(=O)c2ccccc12)c1ccccc1 (configuration not stated) | 9
CC(C(=O)Nc1ccc2c(c1)OCCO2)N1CCN(C(=O)c2ccco2)CC1 (configuration not stated) | -6
Clc1ccc(COc2ccccn2)cc1Cl | -3
COc1ccnc(CSC(N)=Nc2ccc(F)cc2)c1 | 4
COc1ccccc1C(c1nnnn1C(C)(C)C)N1CCN(Cc2ccncc2)CC1 (configuration not stated) | -4
N#CCC(=N)N1CCN(c2cccc(Cl)c2)CC1 | 3
Clc1ss/c(=N\c2ccccn2)c1Cl | 3
O=C(O)CC(C(=O)N(c1ccccc1)c1ccccc1)N1CCOCC1 (configuration not stated) | -5
Cc1ccc2oc(-c3cccc(NC(=O)c4ccc(Br)o4)c3)nc2c1 | 6
O=C(Nc1ccccc1)N(C1=NCCC1)c1ccc(OC(F)F)cc1 | 11
CC1CCCC(C)N1C(=O)CSc1nnnn1-c1cccc2c1CCCC2 (configuration not stated) | 14
O=C1CCC(C(=O)OCc2cc(Cl)ccc2OC(F)F)N1 (configuration not stated) | -4
Cc1cc(=O)[nH]c(N2CCCC2)n1 | -10
O=C(Cc1cccs1)NCc1ccco1 | 2
COc1cccc(C(=O)Cn2c(NCCO)nc3ccccc32)c1 | 4
O=C(NCCO)C1(c2ccccc2)CCCC1 | 3
CC(=O)C1=C(O)C(=O)N(c2nccs2)C1c1ccc(Br)cc1 (configuration not stated) | -2
COCC(=O)Nc1nnc(Cc2ccc(OC)cc2)s1 | -6
CCCn1c(SCC(=O)N2CCN(S(=O)(=O)c3ccc(Cl)cc3)CC2)n[nH]c1=O | 1
O=c1cc(N2CCCCC2)c(-c2ccccc2)nn1Cc1ccc(Cl)cc1Cl | 4
CCCCS(=O)(=O)CC(COc1ccccc1)OC(=O)c1ccccc1 (configuration not stated) | 6
O=C(COc1ccc(Cl)cc1Cl)OCn1nnc2ccccc2c1=O | 3
O=C(CN1C(=O)C2C3C=CC(C3)C2C1=O)N1CCc2ccccc2C1 (configuration not stated) | 10
COc1ccc(CNC(=O)/C=C/c2ccc(OCCCF)cc2)cc1 | -11
CC(C)C[C@@H]1NC(=O)N(CCN2CCOCC2)C1=O | 12
CCOc1cc(CNc2ccc3c(c2)OCCO3)cc(Br)c1OCC | 5
CCOc1ccccc1N1CCN(C(=O)C(F)(F)F)CC1 | -4
O=C(Cn1cnc([N+](=O)[O-])c1)NCc1ccc(F)cc1 | 4
O=C(CCC(=O)Nc1ccc(Oc2ccccc2)cc1)NCCO | 2
COc1ccc(CN(C)C(=O)COC(=O)c2ccc3c(c2)OCO3)cc1OC | -3
Cc1cc(-c2ccccc2)nc2cc(C(=O)NCCCn3ccnc3)nn12 | -6
N#CCc1nc2c3c4c(sc3ncn2n1)CCCC4 | -1

Following part.
SMILES | Artemis inh
COc1cc(C2C3=C(CC(c4ccco4)CC3=O)Nc3ccccc3N2C(C)=O)cc(OC)c1OC (configuration not stated) | 4
CCn1nnnc1SCC(=O)Nc1cc(C)on1 | -4
CCOC(=O)c1[nH]c2ccccc2c1NC(=O)NC1CCCCC1 | -6
O=C(CCCN1C(=O)CCC1=O)Nc1ccc2c(c1)OCCO2 | -1
Cc1cc(C)c(C)c(OCC(=O)O/N=C(\N)c2ccccn2)c1 | -1
CC(=O)Oc1c(S(=O)(=O)c2ccc(C)cc2)c(C)nn1-c1ccccc1 | 11
CNc1cc(CS(=O)c2ccccc2)nc(-c2ccccc2)n1 (configuration not stated) | 16
O=C(CC(c1ccccc1)c1ccccc1)OCn1nnc2ccccc2c1=O | 3
COC(=O)CNC(=O)c1cccc(F)c1 | 1
CC1Cc2nc(SCC(=O)Nc3ccccc3F)n(C)c(=O)c2S1 (configuration not stated) | 13
COCC(=O)Oc1c(S(=O)(=O)c2ccc(C)cc2)c(C)nn1-c1ccccc1 | -12
Cc1ccccc1Nc1nc(N)nc(CSc2nnc(-c3ccccc3)n2C)n1 | -2
O=C(CCCC(=O)N(CC(=O)NC1CCCC1)Cc1ccc2c(c1)OCO2)Nc1ccccn1 | -5
CCOC(=O)C1CCN(C(=O)Nc2ccc3nccnc3c2)CC1 | -16
CC(=O)Nc1ccc(S(=O)(=O)N=S(C)C)cc1 | -8
S=C1CCSc2ccc(Cl)cc2N1 | -11
NC(=O)c1ccc(-n2nnnc2SCC(=O)Nc2ccc(N3CCOCC3)c(Cl)c2)cc1 | 0
C=CCn1c(C)cc(C(=O)CSc2ccc(NC(C)=O)cc2)c1C | -9
CCn1c(N)c(C(=O)NCCCOC)sc1=S | 3
COc1ccccc1NC(=O)CN1CCN(S(=O)(=O)c2ccc(Br)cc2)CC1 | -1

Reformatted: 18 of the compounds above
Compound	Artemis inh
CCOC(=O)c1[nH]c2ccccc2c1NC(=O)NC1CCCCC1	-6
O=C(CCCN1C(=O)CCC1=O)Nc1ccc2c(c1)OCCO2	-1
Cc1cc(C)c(C)c(OCC(=O)O/N=C(\N)c2ccccn2)c1	-1
CC(=O)Oc1c(S(=O)(=O)c2ccc(C)cc2)c(C)nn1-c1ccccc1	11
CNc1cc(CS(=O)c2ccccc2)nc(-c2ccccc2)n1 (configuration not stated)	16
O=C(CC(c1ccccc1)c1ccccc1)OCn1nnc2ccccc2c1=O	3
COC(=O)CNC(=O)c1cccc(F)c1	1
CC1Cc2nc(SCC(=O)Nc3ccccc3F)n(C)c(=O)c2S1 (configuration not stated)	13
COCC(=O)Oc1c(S(=O)(=O)c2ccc(C)cc2)c(C)nn1-c1ccccc1	-12
Cc1ccccc1Nc1nc(N)nc(CSc2nnc(-c3ccccc3)n2C)n1	-2
O=C(CCCC(=O)N(CC(=O)NC1CCCC1)Cc1ccc2c(c1)OCO2)Nc1ccccn1	-5
CCOC(=O)C1CCN(C(=O)Nc2ccc3nccnc3c2)CC1	-16
CC(=O)Nc1ccc(S(=O)(=O)N=S(C)C)cc1	-8
S=C1CCSc2ccc(Cl)cc2N1	-11
NC(=O)c1ccc(-n2nnnc2SCC(=O)Nc2ccc(N3CCOCC3)c(Cl)c2)cc1	0
C=CCn1c(C)cc(C(=O)CSc2ccc(NC(C)=O)cc2)c1C	-9
CCn1c(N)c(C(=O)NCCCOC)sc1=S	3
COc1ccccc1NC(=O)CN1CCN(S(=O)(=O)c2ccc(Br)cc2)CC1	-1

Further results follow.
SMILES | Artemis inh
COC(=O)CCN(c1ccccc1)S(=O)(=O)c1ccc(OC)cc1 | -5
CCSc1nnc(C)n1-c1ccc(C(=O)O)cc1 | -9
CS(=O)(=O)N(CC(=O)NCc1ccc2c(c1)OCO2)Cc1ccc(Cl)cc1 | -7
O=C1Nc2ccc(S(=O)(=O)NCc3ccccn3)c3cccc1c23 | -8
Cc1nc2ccc(C(=O)O)cc2c2c1CC(C)S2 (configuration not stated) | -9
CN(c1ccc(C(=O)NCc2cccnc2)cc1)S(C)(=O)=O | 2
S=C1NC2=C(C(c3ccc(Br)cc3)N1)N1CCC2CC1 (configuration not stated) | -14
Nc1ccccc1C(=O)NCc1ccccc1 | -6
O=S(=O)(CCc1nnc(-c2ccccc2)o1)c1ccc2ccccc2c1 | -8
CCOC(=O)c1ccc(NC(=S)NCCc2ccccc2)cc1 | 4
Cc1ccc(CNC(=O)c2cc3c(=O)n4ccccc4nc3n(Cc3ccco3)c2=N)cc1 | 41*
Cc1cc(N2CCOCC2)nc2ccccc12 | 5
COc1cccc(-c2nn(-c3ccccc3)cc2C(=O)O)c1 | 3
Nc1nc2ccccc2n1/N=C/c1cccnc1 | 1
O=c1[nH]c(CN2CCCCC2)nc2ccccc12 | -1
COc1ccc(S(=O)(=O)N2CCCC(C(=O)N3CCOCC3)C2)cc1C (configuration not stated) | -19
CCCOc1c(Br)cc(C(=O)NCC)cc1OC | -5
COc1ccc(CNC(=O)CN(CC2CCCO2)C(=O)CNS(=O)(=O)c2ccc(C)cc2)cc1 (configuration not stated) | -8
O=C(NC1CCCC1)c1cc2c(ccc3ccccc32)o1 | 1
CCCc1[nH]nc2c1C(c1ccc(O)cc1OCC)C(C#N)=C(N)O2 (configuration not stated) | -6
CCCCn1c(SCC(=O)NCc2ccco2)nc2ccccc2c1=O | 6
COC(=O)[C@H](C(C)C)n1c(C)c(C(C)=O)c(C(C)=O)c1C | -8
CC(=Nc1ccc(C)c(C)c1)C1=C(O)CSC1=O | -1
COc1ccccc1-n1c(CNc2ccc(F)cc2)nnc1SCC(=O)Nc1cc(C)on1 | 13
CCOc1ccc(NC(=S)/C(=C(\[O-])c2ccc(C)c([N+](=O)[O-])c2)[n+]2ccccc2)cc1 | 9
CCOc1ccccc1N(CC(=O)NCC1CCCO1)C(=O)CCC(=O)Nc1ccccn1 (configuration not stated) | -7
Cc1cccc(N2CCN(C(=O)Cn3cnc4c3c(=O)n(C)c(=O)n4C)CC2)c1C | -7
O=c1nc2ccccc2c(NS(=O)(=O)c2ccccc2)n1-c1ccccc1 | 13
COC(=O)[C@H](CCSC)NC(=O)Nc1cc(C)ccc1C | -7
CCOC(=O)c1ccc2[nH]c(C)c(CN3CCN(C)CC3)c(=O)c2c1 | -5
CCC(C)(C)NC(=O)CN(C(=O)CCC(=O)Nc1cc(C)ccn1)c1ccc2c(c1)OCO2 | 1
CCCn1c(=O)c(C(=O)NCc2ccccn2)c(O)c2ccccc21 | 6
CC(=O)Nc1ccc(NC2=Nc3ccccc3N3C2=Nc2c(c(C)nn2-c2ccccc2)C3c2ccccc2)cc1 (configuration not stated) | 4
Cc1nnc(NC(=O)c2ccncc2)s1 | -1
Fc1ccc(N2CCN(c3ncnc4c3nnn4Cc3ccccc3Cl)CC2)cc1 | 6
Cc1ccc(C)c(NC(=O)C2CCCN2C(=O)OC(C)(C)C)c1 (configuration not stated) | -6
Cc1occc1-c1nnc(SCC(=O)NCc2ccc3c(c2)OCO3)n1CC(C)C | 1
Cc1cc(NC(=O)CCN2C(=O)C3C4CCC(C4)C3C2=O)cc(C)c1Br (configuration not stated) | 2
CN(C)S(=O)(=O)N(CCN1CCOCC1)Cc1ccccc1F | -6
CC(C)C1CC(O)(C2(O)CCCCC2)ON1 (configuration not stated) | -5
COc1ccc(C2C(C(C)=O)=C(O)C(=O)N2CCO)c(OC)c1 (configuration not stated) | 6
COc1ccccc1N1C(=O)C2C3C=CC(C3)C2C1=O (configuration not stated) | -2
CC(C)C(NC(=O)C1CCCCC1)C(=O)NCc1ccccn1 (configuration not stated) | -3
O=C1c2ccsc2SCCN1Cc1cccc(Cl)c1 | 7
Cc1nc2sc3c(c2c2nnc(SCC(=O)NCc4ccco4)n12)CCCC3 | 5
O=C(Nc1cc(Cl)ccc1O)c1cc2n(n1)C(C(F)(F)F)CC(c1ccc3c(c1)OCO3)N2 (configuration not stated) | 4
Cc1ccc(-n2nc3c(=S)[nH]nc(C)c3c2C)cc1 | -4
Cc1ccc(-n2ncc3c(=O)n(CC(=O)Nc4cccc(Cl)c4)cnc32)cc1C | -7
CN(C)CCn1c(C(=O)O)cc2ccccc21 | 0
CCOc1ccccc1-n1cnc2cc(C(=O)NCc3ccco3)ccc21 | -1

Further structures.
SMILES | Artemis inh
COc1ccccc1-c1nnc(NC(C)=O)s1 | 2
Cc1ccc(CNC(=O)Cc2cccs2)cc1 | -4
CC1CC2(CCCCC2)Nc2ccc3ccccc3c21 (configuration not stated) | 13
Cn1c(=O)c2c(nc(N3CCc4ccccc4C3)n2Cc2ccc(Br)cc2)n(C)c1=O | 0
Cc1ccc(Sc2nnc(-c3ccccc3)cc2C#N)cc1 | -6
O=c1cc(N2CCCCC2)c(-c2ccccc2)nn1Cc1cccc(Cl)c1 | 6
CCOC(=O)c1c(C)n(C)c2c(C)cc(O)c(OC(C)=O)c12 | -12
CCOC(=O)c1cnc(SCC)[nH]c1=O | 5
COc1cccc(CNc2nc3nc(C)cc(=O)n3[nH]2)c1 | 4
CCCCCCOc1ccc(/C(N)=N/O)cc1 | -7
c1cc2c(nn1)CCc1nonc1-2 | -8
COc1ccccc1CN1CCN(C(=O)c2ccncc2)CC1 | 3
CC1(C)CC2(CC(c3cccs3)c3cc(Cl)c(O)cc3O2)NC(=S)N1 (configuration not stated) | 9
Cc1ccc(NC2=CC(=O)CC(C)(C)C2)c(N)c1 | -2
O=C(Nc1nc(-c2cc(Cl)sc2Cl)cs1)c1cccs1 | 2
CC1=CC(=O)C=C(C)C1=NOC(=O)c1cccc([N+](=O)[O-])c1 | 0
O=c1oc2ccccc2c(O)c1/C=N/c1ccccn1 | -4
O=C(CCNC(=O)c1ccco1)NCc1ccccc1 | -3
O=C(CCn1ccc2ccccc21)NC1CCCc2ccccc21 (configuration not stated) | 2
COc1cccc(OC)c1C(=O)N1CCN(Cc2ccncc2)CC1 | 6
Cc1nnc(OC(C)C)c2nn(-c3ccccc3F)c(C)c12 | -3
N#C/C(=C1/CCCCCN1)c1nc2ccccc2[nH]1 | 3
Cc1nnc(NC(=O)c2ccc(S(=O)(=O)N(C)Cc3ccccc3)cc2)o1 | -4
Cc1ccc(-n2ccnc2SCC(=O)O)c(C)c1 | 0
C/[N+]([O-])=C\c1coc2ccccc2c1=O | -2

Screening data deposited in PubChem by Sanford-Burnham Center for Chemical Genomics.
